D2 agonist – HTS Assay for Allosteric Agonists of the Human D2 Dopamine Receptor: Primary Screen for Agonists | D(2) dopamine receptor (Homo sapiens), P14416 | HEK293 T-REx D2 cells, calcium flux agonist mode | activation, % at 2 µM | actives 0.53% (n = 340,000) | AID 485358, 2010;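 active = activation over 3 SD above normal in the single-dose calcium agonist read, cut at about 30% in these data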; also: 0% is about no effect
Target sequence (P14416 whole entry, looked up): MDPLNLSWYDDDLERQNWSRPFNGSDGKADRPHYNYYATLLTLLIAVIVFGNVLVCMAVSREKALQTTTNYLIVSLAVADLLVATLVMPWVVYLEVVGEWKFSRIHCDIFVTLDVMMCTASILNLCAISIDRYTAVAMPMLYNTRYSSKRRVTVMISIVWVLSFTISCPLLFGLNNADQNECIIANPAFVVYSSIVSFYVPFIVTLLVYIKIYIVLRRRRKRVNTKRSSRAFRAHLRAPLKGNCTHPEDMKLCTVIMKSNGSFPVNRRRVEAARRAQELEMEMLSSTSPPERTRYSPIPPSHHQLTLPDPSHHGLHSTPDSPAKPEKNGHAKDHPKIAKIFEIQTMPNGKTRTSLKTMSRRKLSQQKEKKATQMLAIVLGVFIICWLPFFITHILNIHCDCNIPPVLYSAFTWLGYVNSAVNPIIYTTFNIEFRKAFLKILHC
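HEK293 Trex D2 cells, tetracycline-induced, o/n 30 C 5% CO2; no-wash Ca dye, RT 30–90 min; 10-cycle baseline, 23 nl cpd added, kinetic Ca read 180 s; agonist hits = positive Ca response.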
TRHR PAM – qHTS for Small Molecule Agonists and Allosteric Enhancers of Human TRH Receptor: Primary Screen for Enhancers; Thyrotropin-releasing hormone receptor (Homo sapiens), P34981; TRHR cells, fluo-8 calcium fluorescence, EC20 TRH enhancement; enhancement, % at 2 µM; actives 0.66% (n = 360,000); AID 493056, 2011; in the data active = enhancement above about 30%; also: 0% is about no effect
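TRHR-expressing cells loaded with fluo-8 calcium dye were read kinetically (ex 480/em 530) during compound addition, then stimulated with an EC20 of TRH (10 nM final). Enhancement of the Gq-mediated intracellular calcium response was scored.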
TrxR1 inh – qHTS Assay for Inhibitors of Mammalian Selenoprotein Thioredoxin Reductase 1 (TrxR1): qHTS; Thioredoxin reductase 1, cytoplasmic (Rattus norvegicus), O89049; recombinant rTrxR1, NADPH fluorescence consumption, selenite substrate; actives 1% (n = 390,000); AID 588453, 2011; Potency, µM (series often up to 114 µM), inactives show top-dose activity change, negative = inhibition, usual class: inhibitors; also: potency is read from the fitted curve at half-maximal effect; % is scaled to controls: 0 for no effect and ±100 for the full control effect; nearly all actives have a fitted effect of over 65% in size
Target sequence (O89049 whole entry, looked up): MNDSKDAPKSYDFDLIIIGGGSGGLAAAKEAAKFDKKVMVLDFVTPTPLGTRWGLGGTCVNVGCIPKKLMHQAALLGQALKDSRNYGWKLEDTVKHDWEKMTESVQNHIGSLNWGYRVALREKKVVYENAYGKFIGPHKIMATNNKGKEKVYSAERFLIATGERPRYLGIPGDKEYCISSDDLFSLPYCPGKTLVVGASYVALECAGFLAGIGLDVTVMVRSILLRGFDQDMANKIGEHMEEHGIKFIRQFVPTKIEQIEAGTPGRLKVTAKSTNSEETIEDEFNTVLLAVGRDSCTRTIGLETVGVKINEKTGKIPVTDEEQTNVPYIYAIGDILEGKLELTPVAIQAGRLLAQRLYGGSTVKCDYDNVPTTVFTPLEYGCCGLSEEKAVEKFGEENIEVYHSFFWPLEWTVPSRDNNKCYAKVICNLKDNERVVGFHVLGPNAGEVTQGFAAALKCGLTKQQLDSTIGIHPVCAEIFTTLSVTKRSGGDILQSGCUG
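Rat TrxR1 (90 nM in the dispensed reagent) was pre-reduced with 400 uM NADPH for 5 min at room temperature, then incubated with compound for 15 min. After 400 uM selenite was added, NADPH fluorescence (Ex 340/Em 450 nm) was followed for 8 min.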
TRHR agonist – qHTS for Small Molecule Agonists and Allosteric Enhancers of Human TRH Receptor: Primary Screen for Agonists. Thyrotropin-releasing hormone receptor (Homo sapiens), P34981. TRHR cells, calcium flux fluo-8, FDSS agonist mode. activation, % at 2 µM. actives 0.18% (n = 360,000). AID 493084, 2011; in the data active = activation above about 30%; also: 0% is about no effect
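Steps: seed TRHR cells overnight; add fluo-8 no-wash Ca dye, RT 30 min–1.5 h; record 10 s baseline; pin-transfer compounds; monitor fluorescence 1 cycle/s for the agonist window. Calcium increases flag candidate agonists.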
IDH1 R132H inh – qHTS for Inhibitors of mutant isocitrate dehydrogenase 1 (IDH1): qHTS. Potency, µM (titrated, usually from 76.6 µM), for the others: at the top dose activity change, negative = inhibition, usual class: inhibitors. actives 0.093% (n = 390,000). IDH1-R132H enzyme, NADPH consumption, diaphorase/resazurin fluorescence. AID 602179, 2012. Isocitrate dehydrogenase [NADP] cytoplasmic (Homo sapiens), O75874; also: potency is read from the fitted curve at half-maximal effect; % is scaled to controls: 0 for no effect and ±100 for the full control effect; nearly all actives have a fitted effect of over 65% in size
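IDH1-R132H (0.5 ug/mL dispensed) in pH 7.5 Tris buffer was preincubated 30 min with compound, then given a substrate mix of 0.016 mM NADPH and 2 mM alpha-KG for 80 min at room temperature; remaining NADPH was read by diaphorase/resazurin fluorescence.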
USP1-UAF1 inh – Inhibitors of USP1/UAF1: Primary Screen. Ubiquitin carboxyl-terminal hydrolase 1 (Homo sapiens), O94782. recombinant USP1/UAF1, Ub-Rhodamine cleavage fluorescence. Potency, µM (doses to about 57.1 µM), for inactives: top-dose activity change, negative = inhibition, usual class: inhibitors. actives 0.23% (n = 390,000). AID 743255, 2014; also: potency is read from the fitted curve at half-maximal effect; % is scaled to controls: 0 for no effect and ±100 for the full control effect; nearly all actives have a fitted effect of over 60% in size; inactives centre near -12
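Step one: compound is pinned into 1nM USP1/UAF1 in HEPES pH 7.8 buffer with TCEP. Step two: 15 min room-temperature incubation. Step three: Ub-Rho (150nM final) starts cleavage, tracked by fluorescence over six one-minute reads.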
TrxR1 substrate – qHTS Assay for Substrates of Mammalian Selenoprotein Thioredoxin Reductase 1 (TrxR1): qHTS. purified TrxR1 substrate turnover, NADPH consumption readout. Thioredoxin reductase 1, cytoplasmic (Rattus norvegicus), O89049. actives 0.01% (n = 390,000). Potency, µM (highest dose often 114 µM), without a hit: at the top dose activity change, negative = substrate turnover; also: potency is read from the fitted curve at half-maximal effect; % is scaled to controls: 0 for no effect and ±100 for the full control effect; nearly all actives have a fitted effect of over 50% in size
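Rat TrxR1, dispensed at 90 nM, was prereduced with 400 uM NADPH (final) for 5 min at ~22 deg C, then incubated with compound 15 min before 400 uM selenite. A first-read NADPH fluorescence drop versus no-compound background flagged substrates.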
D2 antagonist – HTS Assay for Allosteric Antagonists of the Human D2 Dopamine Receptor: Primary Screen for Antagonists; D(2) dopamine receptor (Homo sapiens), P14416; HEK293 TREx D2 cells, calcium flux, dopamine EC80; inhibition, % at 10 µM; actives 2% (n = 340,000); in the data active = inhibition above about 30%; also: 0% is about no effect
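In this primary screen, negative modulation is detected by tracking calcium flux after an EC80 dopamine challenge in inducible HEK293 T-REx D2 cells preexposed to test compound for 180 s.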
PI4K2A inh – qHTS for small molecular inhibitors of PI4K2A | purified PI4K2A, ADP-Glo luminescence, 1 h; stronger effect = lower value | actives 0.13% (n = 420,000) | Phosphatidylinositol 4-kinase type 2-alpha (Homo sapiens), Q9BTU6 | activity change, negative = inhibition, % at 76.9 µM | AID 1346378, 2018; in the data active = activity change below about -50%; inconclusive = mostly about -30% to -49%;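 also: -100% = wells without enzyme as full effect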
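PI4K2A activity was measured by ADP-Glo luminescence: enzyme (4 ug/mL stock) and phosphatidylinositol (1.2 mM stock) in Tris pH 7.5/MgCl2/EGTA/Triton X-100 buffer were reacted with ATP (300 microM stock) for one hour at ambient temperature.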
* = called active by the depositor; ? = inconclusive; / = not tested or not shown; & = joins results of further samples; [ ] = dose if it differs, or a comment. Unless noted, calls follow the shape of the dose curve; as a rule, active = well fitted inhibition curve with a large enough effect; inconclusive = small, poorly fitted or top-dose-only effect; inactive = no such curve, though single readings can be large or run the other way.

SMILES	D2 agonist	TRHR PAM	TrxR1 inh	TRHR agonist	IDH1 R132H inh	USP1-UAF1 inh	TrxR1 substrate	D2 antagonist	PI4K2A inh
CC(OC(=O)c1ccc2c(=O)n3c(nc2c1)CCC3)C(=O)Nc1ccc(C(N)=O)cc1 (configuration not stated)	0.1	-7	8%	0.2	2%	-22%	9%	-11	-4
O=C(NCC(=O)N(CC1CCCO1)C(C(=O)NC1CCCC1)c1ccc(F)cc1)c1ccco1 (configuration not stated)	0.5	10	-4%	0.1	1%	-10%	-5%	7	0
COc1ccc(C(O)c2nc3ccccc3n2C)cc1OC (configuration not stated)	0.2	-4	6%	0.0	11%	-5%	11%	6	-2
CCCn1nnc2sc3c(c2c1=O)CCC(C)C3 (configuration not stated)	-0.7	3	-5%	0.1	12%	-25%	-6%	-3	-13
CC(=O)c1cccc(NC(=O)NC(C)c2ccc3c(c2)OCO3)c1 (configuration not stated)	-0.9	-4	8%	-1.0	-6%	-19%	2%	-21	1
Cc1ccc(C(=O)N[C@H](C(=O)N2CCN(c3ccccc3F)CC2)C(C)C)cc1	-0.8	-5	11%	-0.7	0%	-17%	-1%	3	2
CC(=O)CSc1ncnc2scc(-c3ccc(F)cc3)c12	-0.6	2	3%	-1.3	-4%	-20%	-1%	-8	1
CCC(=O)NC(=Nc1nc2ccccc2s1)NC(=O)CC	-0.5	-3	-18%	-0.1	-1%	6%	5%	-7	-2
CCOC(=O)c1ccc(N(CC(=O)NC2CCCC2)C(=O)CNC(=O)c2ccco2)cc1	-0.1	-4	4%	1.0	9%	-12%	1%	-7	3
Cc1ccc(S(=O)(=O)N2CCCC(c3nc4c(nnn4Cc4ccc5c(c4)OCCO5)c(=O)[nH]3)C2)cc1 (configuration not stated)	0.0	6	22%	0.1	3%	-18%	6%	-17	-2
O=C1C2CC=CCC2C(=O)N1c1ccc(NCCc2ccccc2)c([N+](=O)[O-])c1 (configuration not stated)	1.2	4	0%	0.6	3%	-23%	-3%	10	0
COc1ccc(-c2ccc(-c3nnc(Cc4ccc(OC)c(OC)c4)o3)cc2)cc1	-0.5	10	5%[57.1 µM]	0.2	0%	-17%	15%[57.1 µM]	30*	-1
O=C(NCc1ccco1)c1ccc2c(c1)N(Cc1c(F)cccc1Cl)C(=O)c1ccccc1S2	0.4	-12	15%	0.7	-2%	-23%	4%	/	-2
Cc1cccc(NS(=O)(=O)c2ccc(Cl)cc2)n1	-0.4	-2	15%[57.1 µM]	-0.5	6%	-13%	40%	6	2
CC(=O)N1c2ccccc2[C@@H](C)[C@@H]1C	-0.5	1	33%	-0.2	-5%	-24%	8%	9	1
CC(=O)OCC(=O)c1c[nH]c2ccccc12	0.2	-9	3%[57.1 µM]	0.5	-6%	-14%	2%[57.1 µM]	-13	1
Cc1ccc(NC(=O)CCc2nnc3n(C)c(=O)c4sccc4n23)cc1C	0.5	4	41%	-0.2	0%	-12%	11%	/	2
CCCCn1nnnc1SCC(=O)Nc1ccc(C)cc1	-1.3	-4	-7%	-0.7	2%	1%	-1%	4	-2
CC(C)NC(=O)c1ccc2c(c1)nnn2C	0.2	-7	0%[57.1 µM]	0.5	-17%	-17%	9%[57.1 µM]	-3	2
C=C(C)COc1ccc2c(C)c(C)c(=O)oc2c1OCC(=C)C	0.9	-2	-12%	0.1	5%	-11%	5%	3	-9

Full records, quoted from the list.
Cc1ccc(S(=O)(=O)N2CCCC(c3nc4c(nnn4Cc4ccc5c(c4)OCCO5)c(=O)[nH]3)C2)cc1 (configuration not stated) is listed with D2 agonist = 0.0; TRHR PAM = 6; TrxR1 inh = 22%; TRHR agonist = 0.1; IDH1 R132H inh = 3%; USP1-UAF1 inh = -18%; TrxR1 substrate = 6%; D2 antagonist = -17; PI4K2A inh = -2
O=C1C2CC=CCC2C(=O)N1c1ccc(NCCc2ccccc2)c([N+](=O)[O-])c1 (configuration not stated) is listed with D2 agonist = 1.2; TRHR PAM = 4; TrxR1 inh = 0%; TRHR agonist = 0.6; IDH1 R132H inh = 3%; USP1-UAF1 inh = -23%; TrxR1 substrate = -3%; D2 antagonist = 10; PI4K2A inh = 0

Other entries.
SMILES	D2 agonist	TRHR PAM	TrxR1 inh	TRHR agonist	IDH1 R132H inh	USP1-UAF1 inh	TrxR1 substrate	D2 antagonist	PI4K2A inh
CCCC(CCC(=O)Nc1cccc([N+](=O)[O-])c1)C(=O)O (configuration not stated)	0.4	-3	12%	0.1	9%	-7%	6%	1	2
O=C(COC(=O)/C=C/c1nc2ccccc2s1)Nc1cccc(Cl)c1Cl	0.8	-6	-6%	-0.1	0%	-19%	-1%	-8	4
Cn1c(=NC(=O)C2CCN(S(=O)(=O)c3cccs3)CC2)sc2ccccc21	1.1	0	10%&-10%	-1.5	2%&-5%	-12%&-12%	2%&-7%	18	9&-3
O=C(/C=C/c1ccccc1)NCCS(=O)(=O)N1CCN(c2ccccc2)CC1	0.1	-2	0%	1.4	-3%	3%	-3%	-24	-5
Cc1ccc(NC(=O)CN(C)C(=O)Cn2nnc(-c3ccccc3)n2)cc1	1.0	4	-2%[57.1 µM]	-0.3	0%	-16%	-1%[57.1 µM]	-8	2
O=C(Nc1ccc(Br)cc1)C1CCCN1S(=O)(=O)c1ccc(F)cc1 (configuration not stated)	-0.8	-9	3%	-0.6	/	-12%	-3%	/	0
COC(=O)c1sccc1NC(=S)N1CCN(c2ccc(F)cc2)CC1	-1.3	11	-1%	-0.4	5%	-20%	-6%	0	-1
O=C(CCNS(=O)(=O)c1ccc(Br)cc1)NCc1ccc(F)cc1	-0.3	-7	13%	0.1	-3%	-19%	-1%	-7	-1
O=C(O)c1cccc(CSc2nc(-c3ccc(Cl)cc3)cc(C(F)(F)F)n2)c1	-0.7	42*	28%	-0.5	1%	-17%	-2%	-12	-2
CCN(CC)c1ccc(C(=O)Nn2c(C)nc3ccccc3c2=O)cc1	-0.2	-2	8%	0.1	-5%	-16%	-8%	8	-1
COc1cc(C2CC(=O)c3c(O)cc(O)cc3O2)ccc1O (configuration not stated)	-0.1	5	-17%	0.7	-9%	-15%	2%	-8	-1
O=C(N/N=C/c1ccc([N+](=O)[O-])cc1)c1cccc2cc[nH]c12	-0.3	-3	-18%	-1.2	0%	-11%	-3%	5	1
CCOc1ccc(CNC(=O)c2ccc3nc(Cc4ccc(OC)cc4)oc3c2)cc1OC	-0.9	12	26%[57.1 µM]	0.0	-4%	-21%	0%[57.1 µM]	/	7
O=C(CSc1nnc(-c2ccccn2)o1)Nc1ccccc1C(F)(F)F	-1.4	-3	18%	0.9	14%	-27%	4%	-5	5
CC1=Nn2c(nnc2-c2ccccc2F)SC1	-0.1	0	-16%	0.3	1%	-5%	-9%	19	-1
CN(C)S(=O)(=O)c1ccc(C(=O)OCC(=O)N2CC3(C)CC2CC(C)(C)C3)cc1 (configuration not stated)	/	/	6%	/	1%	-15%	2%	/	-1
Cc1nnc(-c2ccc(Cl)cc2)[nH]c1=O	-1.6	-5	0%[57.1 µM]	-0.6	-1%	-11%	-1%[57.1 µM]	10	3
O=C(Cc1ccccc1)N1N=C(c2ccncc2)CC1(O)C(F)(F)F (configuration not stated)	1.5	3	8%	1.4	0%	-8%	-2%	-14	5
CCCN(C(=O)c1ccc(N2CCCC2=O)cc1)C1CCS(=O)(=O)C1 (configuration not stated)	0.8	3	-6%	0.3	5%	-6%	-10%	-7	1
C(=C\n1nnc2ccccc21)/c1ccccn1	0.1	-3	6%	-0.3	7%	-15%	-7%	10	-6
COc1ccc(N(C(=O)C(C)C)S(=O)(=O)c2cccs2)cc1	-1.2	-4	11%	0.0	7%	-14%	-9%	10	-6
O=C(O)C1C2CCC(O2)C1C(=O)Nc1ccc(Br)cc1F (configuration not stated)	/	/	22%	/	-6%	-15%	1%	/	-2
CN1c2ccc(Cl)cc2C(=O)NC1C1CC=CCC1 (configuration not stated)	-1.5	-5	23%[57.1 µM]	-1.2	4%	-11%	15%[57.1 µM]	10	-3
CCN1CC(CN(C)Cc2cn(-c3ccc(C)cc3)nc2-c2ccc(F)cc2)CC1=O (configuration not stated)	-0.7	-7	15%[57.1 µM]	0.0	5%	-16%	5%[57.1 µM]	0	3
COc1ccccc1NC(=O)CSc1nc2sc(C)c(C)c2c(=O)n1C	-0.4	-6	8%	-0.7	-7%	-5%	-5%	-41	-1
O=c1cc(CSc2ccc(Cl)cc2)nc2nc[nH]n12	0.3	4	-13%[57.1 µM]	0.1	11%	2%	2%[57.1 µM]	-8	-7
Cc1ccccc1NC(=O)C1CCC(CNS(=O)(=O)c2ccc3c(c2)C(C)(C)C(=O)N3C)CC1 (configuration not stated)	-1.3	-4	4%	0.9	4%	-9%	1%	/	-3
O=S(=O)(NCCCN1CCOCC1)c1ccc(Cl)cc1	-1.6	-1	8%	0.7	10%	?	2%	0	1
CCN(CC)S(=O)(=O)c1ccc(Cl)c(NC(=O)c2ccccc2C)c1	0.2	-5	3%[57.1 µM]	0.1	1%	-22%	-4%	10	-3

Screens: PubChem BioAssay, National Center for Advancing Translational Sciences (NCATS)
